M4 antag: CHRM4 antagonism in calcium assay. AID 624125. 360,000 tested, 0.73% active. P08173. CHO-hM4 cells, ACh EC80, Fluo-8 calcium fluorescence. inhibition, % at 3 µM;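 active = inhibition above its plate's cutoff, the mean inhibition of sample wells plus 3 SD, cut at about 27% in these data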;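 note: 0% = acetylcholine EC80 with DMSO and 100% = DMSO without agonist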
Target sequence (P08173 whole entry, looked up): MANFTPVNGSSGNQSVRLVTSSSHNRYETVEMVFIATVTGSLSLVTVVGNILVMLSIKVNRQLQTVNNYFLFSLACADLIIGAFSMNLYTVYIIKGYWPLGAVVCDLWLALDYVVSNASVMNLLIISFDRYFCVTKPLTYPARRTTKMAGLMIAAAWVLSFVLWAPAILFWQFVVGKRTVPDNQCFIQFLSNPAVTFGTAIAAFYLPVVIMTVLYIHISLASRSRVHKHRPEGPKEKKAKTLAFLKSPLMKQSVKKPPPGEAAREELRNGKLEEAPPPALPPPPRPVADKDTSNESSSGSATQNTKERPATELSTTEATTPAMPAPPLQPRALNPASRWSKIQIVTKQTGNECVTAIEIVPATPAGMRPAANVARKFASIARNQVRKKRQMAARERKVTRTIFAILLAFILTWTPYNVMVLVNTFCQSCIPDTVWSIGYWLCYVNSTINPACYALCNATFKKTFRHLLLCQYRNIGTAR
M5 antag: blocks acetylcholine activation of human M5 receptor. CHO-hM5 cells, Fluo-8 calcium fluorescence, ACh EC80. inhibition, % at 3 µM. 360,000 tested, 0.59% active. AID 624040;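 active = inhibition above a per-plate cutoff, the mean of that plate's test compounds plus 3 SD, cut at about 27% in these data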;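 note: 0% = acetylcholine EC80 with DMSO and 100% = DMSO without agonist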
M1 PAM: positive allosteric modulators of human M1 muscarinic receptor; activation, % at 3 µM; CHO-K1 hM1, Fluo-8 calcium fluorescence, ACh EC20; 0% = ACh EC20, 100% = maximal ACh; 360,000 tested, 0.088% active; AID 588819; in the data active = activation above about 19%, passing the limit was not always enough
Target sequence (P11229 whole entry, looked up): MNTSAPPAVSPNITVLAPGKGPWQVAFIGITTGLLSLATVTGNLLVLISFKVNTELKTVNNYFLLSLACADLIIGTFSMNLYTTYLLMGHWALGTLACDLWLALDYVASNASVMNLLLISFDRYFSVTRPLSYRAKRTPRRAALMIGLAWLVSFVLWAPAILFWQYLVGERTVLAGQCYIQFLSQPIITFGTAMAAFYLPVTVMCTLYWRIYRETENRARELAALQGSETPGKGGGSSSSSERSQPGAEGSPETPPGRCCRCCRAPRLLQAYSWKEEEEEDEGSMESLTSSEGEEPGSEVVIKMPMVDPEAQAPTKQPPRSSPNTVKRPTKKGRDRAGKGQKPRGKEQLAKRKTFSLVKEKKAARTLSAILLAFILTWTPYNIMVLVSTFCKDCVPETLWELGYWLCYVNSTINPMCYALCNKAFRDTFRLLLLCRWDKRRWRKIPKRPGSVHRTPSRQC
CHRM1 agonist: agonists of human M1 muscarinic receptor. CHO-K1 hM1, Fluo-8 calcium fluorescence, agonist mode; 0% DMSO, 100% acetylcholine EC100. AID 588814. activation, % at 3 µM. P11229. 360,000 tested, 0.33% active;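 active = activation above the run's mean compound activation plus 3 SD, cut at about 16% in these data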;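 note: peak over basal fluorescence ratio within a 140 s kinetic read after compound addition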
M5 ag: CHRM5 agonism in calcium assay; P08912; CHO-K1 hM5 cells, Fluo-8 calcium fluorescence; 0% DMSO wells, 100% maximal acetylcholine response; activation, % at 3 µM; 360,000 tested, 0.19% active;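 active = activation above the run's mean over test compounds plus 3 SD, cut at about 23% in these data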;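 note: signal is peak over basal fluorescence ratio across the kinetic read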
CHRM5 PAM: positive allosteric modulators of human muscarinic M5 receptor. P08912. CHO-K1 hM5, Fluo-8 calcium, ACh EC20 PAM; 0% = ACh EC20, 100% = ACh EC100. activation, % at 3 µM. 360,000 tested, 0.3% active. AID 624038;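 active = activation above the run cutoff, the mean activation of all test compounds plus 3 SD, cut at about 18% in these data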
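Replicates: One well per compound, no replicates | System: Human M5 receptor in CHO-K1 cells | Benchmarks: Low control EC20 acetylcholine (0%), high control EC100 acetylcholine (100%) | Probe or stimulus: Acetylcholine, EC20 level | Times: Fluo-8 loading 80 min at 37 °C plus 30 min room temperature | Signal: Intracellular calcium via Fluo-8 fluorescence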
TAAR1 agonist: human TAAR1 agonism. Q96RJ0. CHO RD-HGA16 TAAR1, Fluo-8 calcium fluorescence; vehicle wells 0%, saturating PEA agonist 100%. activation, % at 3 µM. 360,000 tested, 0.99% active;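 active = activation above the mean activation of all test compounds in the run plus 3 SD, cut at about 38% in these data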
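Assay system – CHO-derived RD-HGA16 cells with stable Gα16 and human TAAR1 · Compound dosing – one-point dosing at 3 µM (nominal) · Incubation – 17-24 h seeding, 75 min 37 °C dye, 30 min RT · Measured by – kinetic Fluo-8 calcium fluorescence · Control set – DMSO vehicle as 0%, PEA at EC100 as 100% · Repeats – single well for each compound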
CHRM1 antagonist: antagonists of human M1 muscarinic receptor. AID 588852. 360,000 tested, 1.3% active. P11229. CHO-K1 hM1, Fluo-8 calcium fluorescence, ACh EC80 antagonist. inhibition, % at 3 µM;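 active = percent inhibition above its own plate's cutoff, namely the mean of that plate's compound wells plus 3 SD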;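 note: peak over basal fluorescence ratio during 140 s after agonist addition; 0% = ACh EC80 plus DMSO and 100% = DMSO alone without agonist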
CHRM4 agonist: agonists of human muscarinic M4 receptor (CHRM4) | P08173 | CHO-K1 hM4/Gqi5, Fluo-8 calcium fluorescence; vehicle 0%, full acetylcholine response 100% | activation, % at 3 µM | 360,000 tested, 0.14% active;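 active = activation above the run mean over all test wells plus 3 SD, cut at about 32% in these data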;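 note: peak over basal fluorescence ratio per well then scaled between controls; 0% = DMSO wells and 100% = acetylcholine at EC100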
* = called active by the depositor; x = no result given; & = joins results of further samples; ! = a repeat was not active. Only part of the results is shown; the hit share may differ from the screen's.

Start of the listing, in advance:
SMILES	M4 antag	M5 antag	M1 PAM	CHRM1 agonist	M5 ag	CHRM5 PAM	TAAR1 agonist	CHRM1 antagonist	CHRM4 agonist
CCC(C)(O)C(=O)OC1C(=O)OC2CC3C(C)=CC(=O)C(O)C3(C)C3C4(O)OCC23C1C(C)C4O (stereo not drawn)	1	0	4	-1	2	4	9	-7	0
S=C1NCCN1	30*	-1	-20	-7	0	-5	0	22	1
CN(CC(=O)Nc1ccccc1-c1ccccc1)C1CCCCC1	8	1	-20	-9	-7	-15	23	-12	-3

Results, previewed entries included:
SMILES	M4 antag	M5 antag	M1 PAM	CHRM1 agonist	M5 ag	CHRM5 PAM	TAAR1 agonist	CHRM1 antagonist	CHRM4 agonist
CCC(C)(O)C(=O)OC1C(=O)OC2CC3C(C)=CC(=O)C(O)C3(C)C3C4(O)OCC23C1C(C)C4O (stereo not drawn)	1	0	4	-1	2	4	9	-7	0
S=C1NCCN1	30*	-1	-20	-7	0	-5	0	22	1
CN(CC(=O)Nc1ccccc1-c1ccccc1)C1CCCCC1	8	1	-20	-9	-7	-15	23	-12	-3
Cc1cc(OC(=O)c2ccco2)c2c3c(c(=O)oc2c1)CCC3	-17	6	11	-6	-1	-3	0	-4	0
Nc1ccc(-c2ccc(N)cc2)cc1	-4	16	10	1	1	5	0	-14	2
COc1ccc(-n2c(/C=C/c3cccc(F)c3)nc3ccccc3c2=O)c(OC)c1	-4	11	5	-3	-3	-3	2	-11	1
COc1ccc(Br)cc1CN1CCN(CCO)CC1	5	-2	-2	-11	-4	5	3	3	1
Cc1cccc(C)c1-n1nnnc1C(C1CC1)N1CCC(n2c(=O)[nH]c3ccccc32)CC1 (stereo not drawn)	0	7	-9	-1	3	-13	2	-4	3
COCCNC(=O)N1[C@H]2CC[C@@H]1C(C(=O)OC)=C(c1ccc(OC(F)(F)F)cc1)C2	-1	-7	6	-10	-8	9	4	-1	1
CN1C2CCC1CC(OC(=O)c1cc(Cl)cc(Cl)c1)C2 (stereo not drawn)	9	6	-22	-4	-6	-19	7	47*	7
CC(=O)OC1C2CCC1C(N1CCCC1)CC2 (stereo not drawn)	7	-1	3	-7	-6	-2	6	-23	0
C=CCn1c(O)c(Cc2ccc(OCC)cc2)c(=O)[nH]c1=O	-2	16	18	-2	-4	0	2	-7	0
Cc1nn(Cc2ccccc2)c(C)c1C(=O)OCC(=O)NCc1ccco1	-5	-3	6	-4	-3	2	-1	-9	1
Cc1ccc(-n2c(O)c(C=NCC3CCCO3)c(=O)[nH]c2=O)c(C)c1 (stereo not drawn)	-11	-4	10	1	1	8	-1	-13	1
CN(C)S(=O)(=O)c1cccc(C(=O)N2CCC(C(=O)O)(c3ccccc3)CC2)c1	-5	23	12	2	-4	-6	-4	-10	2
COC(=O)Cn1cc(C(=O)c2ccccc2F)c2ccccc21	1	4	9	-2	-1	4	0	-15	0
C=CCn1c(=O)c(C=Nc2c(OC)cccc2[N+](=O)[O-])c(O)n(CCCC)c1=O	-16	6	-2	-9	-2	-7	3	-1	4
CN1CCC(N2CC3CC(C2)c2cccc(=O)n2C3)CC1 (stereo not drawn)	4	-7	8	-10	1	4	6	-3	0
COc1ccc(-n2nnnc2C(C2CC2)N2CCC(n3c(=O)[nH]c4ccccc43)CC2)cc1 (stereo not drawn)	17	13	-9	-1	4	-17	32	10	22
Cc1ccccc1C1=NCC(=S)Nc2ccc(Cl)cc21	-6	-1	8	7	-8	0	-2	-10	0
CN1CCN(c2cccc3c2C(=O)c2ccccc2C3=O)CC1	6	-9	14	-12	-10	2	3	-13	1
CC(=O)OC(C)(C)/C=C/C(=O)C(C)(O)C1[C@H](O)C[C@@]2(C)C3CC=C4C(CC[C@@H](O)C4(C)C)[C@]3(CO)C(=O)C[C@]12C (stereo partly drawn)	-4	-4	7	-1	-3	5	0	-9	0
CN1CCC2(CC1)c1ccccc1-c1ccccc12	2	13	11	4	-11	2	3	-11	6
Nc1cccc(N=Cc2c(O)n(Cc3ccc(F)cc3)c(=O)[nH]c2=O)c1	0	-3	2	0	2	1	3	3	2
O=C1NC(=O)C(=Cc2ccc(N3CCOCC3)o2)C(=O)N1	-2	-5	-12	-2	5	1	20	-1	2

Further results:
SMILES	M4 antag	M5 antag	M1 PAM	CHRM1 agonist	M5 ag	CHRM5 PAM	TAAR1 agonist	CHRM1 antagonist	CHRM4 agonist
NCCc1c[nH]c2ccccc12	-7	2	4	-1	2	-4	16	-13	0
COc1cc(Cn2c(N)c(C(=O)NCc3ccco3)c3nc4ccccc4nc32)cc(OC)c1OC	-2	7	9	-5	-1	-1	10	-4	1
COC(=O)C1C(O)CC2CCC1N2C (stereo not drawn)	4	1	-1	-2	1	-7	1	1	1
CC(=O)CC(c1ccccc1[N+](=O)[O-])c1c(O)c2ccccc2oc1=O (stereo not drawn)	15	11	-2	-1	2	-16	2	8	10
CS(=O)(=O)c1ccc(C2=C(CNC(=O)c3cccnc3)[C@H]3CC[C@@H](C2)N3Cc2ccccc2)cc1	-9	-5	6	-10	-1	2	0	-10	1
CC(C)CCC1(CCO)C(=O)NC(=S)NC1=O	11	10	11	3	-1	3	2	-17	1
CCOc1ccc(C2SCC(=O)Nc3c2c(=O)[nH]n3C2CCCCCC2)cc1 (stereo not drawn)	8	5	3	-2	0	-3	5	-9	0
COc1ccc(NC2Oc3cc4c(cc3C(c3cc(OC)c(OC)c(OC)c3)C2C)OCO4)cc1 (stereo not drawn)	-15	-11	20	7	3	19*	3	-26	1
COc1ccc(C2=NCC(=S)Nc3ccc(Cl)cc32)cc1OC	-11	-7	4	-2	7	14	7	-11	1
Fc1ccccc1CN1Cc2ccccc2-n2nncc2C1	-5	-7	3	-7	2	-1	3	-4	3
CC(=O)Nc1ccc(OC(=O)N(C)C)cc1	9	-2	3	-3	2	4	1	-1	0
CC1CCC(NC(=O)CNC(=S)N2CC3CC(C2)c2cccc(=O)n2C3)CC1 (stereo not drawn)	-4	-14	2	-2	1	10	3	0	1
c1ccc(N2[C@@H]3CC[C@H]2c2ccncc2C3)cc1	10	2	x	x	1	-1	3	x	1
C[C@]12CC[C@@H](O)CC1=CCC1C2CC[C@]2(C)C(=O)[C@H](F)CC12 (stereo partly drawn)	1	7	-2	-3	1	-5	2	-4	9
CC(C)c1ccc(-n2c(O)c(/C=N/NC(=O)c3ccccc3O)c(=O)[nH]c2=S)cc1	1	5	2	-1	0	-4	0	-2	-1
Clc1cccc(N2Cc3ccccc3-n3nncc3C2)c1	-11	5	1	-9	-3	-7	3	8	2
CCC(=O)N1CC(=O)Nc2ccc(F)cc2C1c1ccccc1 (stereo not drawn)	-8	3	4	-2	-1	-4	3	-9	1
COC(=O)C1=C(c2c(C)noc2C)C[C@@H]2CC[C@H]1N2C(=O)NCc1ccc(C(F)(F)F)cc1	2	10	4	-7	-4	7	9	-5	2
COC(=O)c1cncn1C(C)c1ccccc1 (stereo not drawn)	1	1	-1	-3	-1	-5	6	7	0
CCOC(=O)c1c(-c2ccccc2)oc2ccc(OC(=O)N(C)C)cc12	-7	4	8	-2	2	-1	25	1	-2
CC(=O)OC1CC(OC2C(O)CC(OC3C(O)CC(OC4CCC5(C)C(CCC6C5CCC5(C)C(C7=CC(=O)OC7)CCC65O)C4)OC3C)OC2C)OC(C)C1OC1OC(CO)C(O)C(O)C1O (stereo not drawn)	-3	16	-3	-3	-1	-15	6	2	0
Cc1ccc(-n2c(C)nc3ccccc3c2=O)c(C)c1	4	10	-2	3	2	-5	3	8	11
Nc1ccnn1C1CCNCC1	-5	27*	5	-7	-3	-5	12	-8	0
Cc1cc(C)nc(/N=C(\N)c2c(O)[nH]c(=O)[nH]c2=O)n1	0	-2	12	-3	0	3	11	-11	0
CN(C)N=O	-3	0	10	-1	0	4	0	-8	0

(listing goes on)
SMILES	M4 antag	M5 antag	M1 PAM	CHRM1 agonist	M5 ag	CHRM5 PAM	TAAR1 agonist	CHRM1 antagonist	CHRM4 agonist
CCOC(=O)C1(CCc2ccccc2)CCN(Cc2cccc3c2OCO3)CC1	5	16	-34	-13	-9	-20	10	34*	5
CCC1(C)OC(c2ccccc2)=C/C(=C/C=C2C(=O)NC(=O)NC2=O)O1 (stereo not drawn)	10	5	-6	23*	61*	-19	70*	21	16
O=c1[nH]c(=S)[nH]c(O)c1N=Nc1ccc(OC(F)F)cc1	-3	3	11	1	2	6	0	-4	2
CN1CCN(c2ccc([N+](=O)[O-])c(NCC3CCCO3)c2)CC1 (stereo not drawn)	4	3	1	-11	-3	-1	0	-14	0
C=CCc1cc(C=C2C(=O)N(C)C(=O)N(C)C2=O)cc(OCC)c1OCc1ccccc1	-2	7	-7	-12	-7	-4	-3	-6	-2
COc1ccc2c(CN3CC=C(c4ccccc4)CC3)cc(=O)oc2c1	-7	9	0	-6	-8	3	-1	3	4
C/C(=N\N1CCCCCC1)c1c(O)n(C2CCCCC2)c(=O)[nH]c1=O	-8	-5	-6	-6	-10	-6	6	0	-2
COP(=S)(OC)Oc1ccc(SC)c(C)c1	-2	18	0	-4	-1	-14	1	-1	-1
CC(C)N1CCOC(c2ccc(O)c(O)c2)C1 (stereo not drawn)	5	-4	1	-12	-7	0	3	1	2
Nc1ccc(C2(c3ccc(N)cc3)CN3CCC2CC3)cc1	2	5	9	-5	-1	3	2	-11	1
CCCCCCC(=O)N/N=C/c1c(O)n(C(C)CC)c(=S)[nH]c1=O (stereo not drawn)	-6	1	2	-5	5	-1	4	-3	-1
CCOC(=O)c1cccc(C2=C(CNC(=O)c3ccc([N+](=O)[O-])cc3)[C@H]3CC[C@@H](C2)N3Cc2ccccc2)c1	-8	13	-9	-10	-3	-7	2	6	3
FC(F)(F)c1cccc(-n2nnnc2C2(N3CCOCC3)CCCCC2)c1	-12	-1	5	11	-4	3	8	-24	-1
O=S(=O)(NC1CCCC1)OCC(Cl)(Cl)Cl	0	14	5	-8	-5	3	1	-14	1
CCN(CC)C(=O)c1ccc(NC(=O)c2ccc(-n3cncn3)c([N+](=O)[O-])c2)cc1	2	6	7	-2	-3	1	0	-8	0
CN(C)c1ccc(/C=C/c2cc[n+](C)c3ccccc23)cc1	-7&6	-2&18	4&-6	-5&-13	-1&-3	9&-5	1&9	30*!	0&0
Cc1ccc(CN2CCN(C)CC2)c(C)c1	-11	4	8	-4	-5	-5	13	-9	2
CN1CCN(c2ccc3c(c2)S(=O)(=O)c2ccccc2C3=O)CC1	15	12	5	-10	-2	0	4	-1	3
COc1ccc(C(=O)N2CCOCC2)cc1S(=O)(=O)N1CCC(C)CC1	5	0	9	-5	-1	3	12	-13	2
Cc1cccnc1-n1c(C)nc2ccccc2c1=O	-7	-7	6	1	3	5	3	-7	0
COC(=O)C1=C(c2ccc(OC(F)(F)F)cc2)C[C@@H]2CC[C@H]1N2C(=O)NCCc1ccccc1	-2	0	-25	-10	-3	2	18	17	3
CN1C(C(=O)N2CCC3(CC2)OCCO3)=CC(c2ccc(F)cc2)=NS1(=O)=O	4	15	0	-1	0	-7	2	4	2
OC1/C(=C/c2ccc(F)cc2)N2CCC1CC2 (stereo not drawn)	1	-4	-2	-8	-6	4	3	4	1

Bioassay records: PubChem, The Scripps Research Institute Molecular Screening Center
